Source: PubChem
SENP1 FRET inh – inhibitors of human SENP1 SUMO protease catalytic domain; Q9P0U3; recombinant SENP1 catalytic domain, CyPet-SUMO1-YPet FRET cleavage; inhibition, % at 10 µM; 360,000 compounds, 0.21% hits; AID 624204;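 active = inhibition at least 30% at 10 µM, raw YFP signal under a set limit, fluorescence ratio 0.5 to 1.5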;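 note: 0% = enzyme with DMSO and 100% = no enzyme wells; some results filed as inactive read as strong as hits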
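Material – human SENP1 catalytic domain · Input – SENP1 enzyme, 20 pM final · Compound dosing – single concentration of 10 µM compound, 0.5% DMSO final · Timing – enzyme reaction for 50 min at room temperature, dark · Measured by – FRET fluorescence in CFP and YFP emission channels · Control set – no-enzyme wells low, DMSO-plus-enzyme wells high control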
NR3A LBD binder – modulates the human NR3A ligand-binding domain; 340,000 compounds, 2.5% hits; Tm shift relative to glycine control, % at 25 µM; NR3A LBD differential scanning fluorimetry, Tm shift; 0% = protein alone, 100% = glycine-bound protein;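 active = melting temperature shift of at least 10% of the positive control shift, at one fixed dose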
SENP8 inh – blocks human SENP8 cleavage of Nedd8 substrate. inhibition, % at 20 µM. AID 602440. 360,000 compounds, 0.64% hits. Q96LD8. recombinant SENP8, Nedd8 substrate fluorescence; in the data active = inhibition mostly above about 40%, no sharp cut-off; inactive = mostly below about 27%
ATG4B inhibitor – inhibitors of human ATG4B cysteine protease; Q9Y4P1; ATG4B cleavage of LC3-PLA2, NBD-HPC fluorescence, 1 h; inhibition, % at 8.33 µM; 340,000 compounds, 0.51% hits; in the data active = inhibition above about 40%
hIAP activ – increases human intestinal alkaline phosphatase activity. P09923. purified human IAP, CDP-Star luminescence, 30 min; stronger effect = higher value; 1 = vehicle-only enzyme, 0 = enzyme-free background. activation factor at 10 µM. 330,000 compounds, 0.16% hits. AID 2524;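 active = activation factor of the enzyme at least 2-fold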; note: the source names both 10 and 20 µM as test concentration; values of inactives mirror those of a sister screen read the other way
Target sequence (P09923 whole entry, looked up): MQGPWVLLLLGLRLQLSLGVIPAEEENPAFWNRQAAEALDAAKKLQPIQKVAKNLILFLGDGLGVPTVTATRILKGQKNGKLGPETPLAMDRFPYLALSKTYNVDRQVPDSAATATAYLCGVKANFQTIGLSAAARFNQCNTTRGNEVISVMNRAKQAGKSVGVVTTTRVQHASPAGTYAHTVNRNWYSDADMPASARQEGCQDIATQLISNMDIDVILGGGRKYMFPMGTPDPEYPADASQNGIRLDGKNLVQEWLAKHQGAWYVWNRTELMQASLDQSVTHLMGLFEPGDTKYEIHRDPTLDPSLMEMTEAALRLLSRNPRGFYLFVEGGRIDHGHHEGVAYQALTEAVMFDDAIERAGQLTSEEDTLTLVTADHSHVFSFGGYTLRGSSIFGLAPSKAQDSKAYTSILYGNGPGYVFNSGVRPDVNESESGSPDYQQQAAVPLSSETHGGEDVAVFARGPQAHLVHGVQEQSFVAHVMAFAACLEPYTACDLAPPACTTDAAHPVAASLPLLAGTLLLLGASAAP
MPTP block – blocks calcium-induced mitochondrial swelling. isolated mouse mitochondria, Ca2+ swelling absorbance, 30 min. inhibition, % at 10 µM. 360,000 compounds, 1.4% hits;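 active = inhibition of 50% or more, scaled per plate between neutral and stimulator controls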;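 note: 0% = DMSO wells given calcium and 100% = 1 mM EGTA wells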
SENP6 block – SENP6 protease inhibition | 330,000 compounds, 1.8% hits | Recombinant SENP6 catalytic domain, aminoluciferin luminescence | inhibition, % at 10 µM | AID 2599;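 active = inhibition above about 50% at the single tested dose, limit read from the data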;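 note: plate controls were DMSO wells with enzyme for no effect and DMSO wells lacking enzyme for full effect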
Target sequence (Q9GZR1 628-1112 limits assumed): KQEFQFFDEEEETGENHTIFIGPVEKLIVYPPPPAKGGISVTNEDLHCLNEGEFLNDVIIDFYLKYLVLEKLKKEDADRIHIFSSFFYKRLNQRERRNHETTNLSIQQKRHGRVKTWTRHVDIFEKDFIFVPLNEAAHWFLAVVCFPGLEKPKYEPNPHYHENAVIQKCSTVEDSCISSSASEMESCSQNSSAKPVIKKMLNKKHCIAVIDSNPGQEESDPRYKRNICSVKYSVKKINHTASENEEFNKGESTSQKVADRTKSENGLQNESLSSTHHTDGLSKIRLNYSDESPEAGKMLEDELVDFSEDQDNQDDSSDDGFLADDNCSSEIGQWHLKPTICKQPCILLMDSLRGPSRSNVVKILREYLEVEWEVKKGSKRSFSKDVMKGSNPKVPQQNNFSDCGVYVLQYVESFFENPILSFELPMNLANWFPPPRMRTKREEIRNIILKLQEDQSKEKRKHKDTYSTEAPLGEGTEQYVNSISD
PfG6PD inh – PfG6PD (Plasmodium falciparum) enzyme inhibition; inhibition, % at 20 µM; 350,000 compounds, 0.78% hits; AID 504690; PfGluPho enzyme, NADPH resazurin-diaphorase fluorescence;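 active = inhibition reaching at least a set limit at 20 µM in the primary screen, cut at about 59% in these data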;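 note: 0% = DMSO wells with substrate and 100% = DMSO wells lacking glucose-6-phosphate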
* = called active by the depositor; · = not tested or not shown.

Screens in order – SENP1 FRET inh, NR3A LBD binder, SENP8 inh, ATG4B inhibitor, hIAP activ, MPTP block, SENP6 block, PfG6PD inh
COc1ccc(O)c(C(=O)c2cnn(-c3ccc(Cl)cc3)c2)c1
  -20, -11, -20, -7, 0.92, 0.1, 18, 21
N#CCSc1nnc(C2CCCCC2)n1Cc1ccccc1
  -1, 2, 13, -9, 1, 0.9, -2, 0
CCOC(=O)c1c(C)[nH]c(N=Nc2ccc(C)cc2)c1C
  1, 7, 18, -2, 0.94, 3.7, 53*, 17
COc1ccc(CN(CCCN2CCOCC2)S(=O)(=O)N(C)C)cc1OC
  1, 2, 15, 4, 0.82, -1.0, -6, -21
CC(=O)OCC(=O)C1(O)CCC2C3CC(C)C4=CC(=O)C=CC4(C)C3=CCC21C (configuration not stated)
  1, -2, 10, -6, ·, 0.8, ·, 61*
NS(=O)(=O)c1ccc(CCNC(=O)c2ccccc2Cc2ccccc2)cc1
  1, 0, 6, -5, 1, -1.1, 19, 9
Cc1cc([N+](=O)[O-])ccc1NC1CCCC1
  -1, 13*, 8, -2, 0.99, 3.8, -16, 3
Cc1ccc2oc(-c3ccccc3)nc2c1
  -2, 8, -28, 3, 0.92, -2.2, 95*, 10
CCOC(=O)c1sc(-c2ccccc2)cc1NC(=O)Nc1ccc([N+](=O)[O-])cc1
  3, 6, 0, 5, 1.2, 87*, 5, -1
CCn1ncc([N+](=O)[O-])c1C(=O)Nc1nc2cccc(C)c2s1
  3, 2, 33, -8, 1.2, 7.1, 8, -28
Cc1cc(C)c(NC(=S)NC(CO)(CO)CO)c(C)c1
  0, -1, 9, 10, 1.1, 0.2, 0, 9
O=c1cc(C(F)(F)F)nc(SCc2cccnc2)[nH]1
  0, 2, 5, 0, 0.94, -2.5, -2, 7
CC/C(=N\NC(=O)COc1ccc(Br)cc1)c1ccc(OC)c(OC)c1
  1, -1, 7, -2, 1, -2.2, 8, 6
O=S(=O)(NCCSc1nnc(-c2ccco2)n1-c1ccccc1)c1ccccc1
  2, -7, 15, -6, 1.2, 0.2, -9, -4
O=C(COC(=O)c1ccccc1NC(=O)c1ccco1)Nc1ccc2c(c1)OCO2
  -3, 0, -402, 13, 0.99, -2.2, -15, 6
Cc1ccc(NC(=O)/C(C#N)=C/c2ccc(C)s2)c(C)c1
  65, 6, 31, -2, 1, 1.6, -13, 17
COc1cccc(CC(NC(C)=O)C(=O)NC2CCN(C(=O)c3ccc(Cl)cc3)CC2)c1OC (configuration not stated)
  1, 0, 14, -6, 1.1, -0.5, -7, 5
O=C(/C=C/c1ccccc1)Nc1cc(NC(=O)/C=C/c2ccccc2)cc(C(=O)O)c1
  2, -1, 11, 25, 1, -0.3, -3, -42
CCCCC(CC)COC1(c2ccccc2)OC(=O)c2ccccc21 (configuration not stated)
  0, 0, 19, 17, 0.93, 2.9, -4, 20
CCN1CCN(C(=O)c2cccc(OC3CCN(S(=O)(=O)N(C)C)CC3)c2)CC1
  2, 1, -5, -2, 1.1, -0.8, -2, 5

As a working copy, part of the list above.
Screens in order – SENP1 FRET inh, NR3A LBD binder, SENP8 inh, ATG4B inhibitor, hIAP activ, MPTP block, SENP6 block, PfG6PD inh
COc1ccc(O)c(C(=O)c2cnn(-c3ccc(Cl)cc3)c2)c1
  -20, -11, -20, -7, 0.92, 0.1, 18, 21
N#CCSc1nnc(C2CCCCC2)n1Cc1ccccc1
  -1, 2, 13, -9, 1, 0.9, -2, 0
CCOC(=O)c1c(C)[nH]c(N=Nc2ccc(C)cc2)c1C
  1, 7, 18, -2, 0.94, 3.7, 53*, 17
COc1ccc(CN(CCCN2CCOCC2)S(=O)(=O)N(C)C)cc1OC
  1, 2, 15, 4, 0.82, -1.0, -6, -21
CC(=O)OCC(=O)C1(O)CCC2C3CC(C)C4=CC(=O)C=CC4(C)C3=CCC21C (configuration not stated)
  1, -2, 10, -6, ·, 0.8, ·, 61*
NS(=O)(=O)c1ccc(CCNC(=O)c2ccccc2Cc2ccccc2)cc1
  1, 0, 6, -5, 1, -1.1, 19, 9

Sorted by value in MPTP block (low to high): some entries from above
compound | MPTP block
CC(=O)OCC(=O)C1(O)CCC2C3CC(C)C4=CC(=O)C=CC4(C)C3=CCC21C (configuration not stated) | 0.8
N#CCSc1nnc(C2CCCCC2)n1Cc1ccccc1 | 0.9
CCOC(=O)c1sc(-c2ccccc2)cc1NC(=O)Nc1ccc([N+](=O)[O-])cc1 | 87*

Remaining list, next part:
Screens in order – SENP1 FRET inh, NR3A LBD binder, SENP8 inh, ATG4B inhibitor, hIAP activ, MPTP block, SENP6 block, PfG6PD inh
CN1CCN(C(=O)CCC(=O)NCc2ccc(F)cc2)CC1
  -2, -1, 4, 6, 1.1, -0.5, 10, -4
CCCc1cc(=O)[nH]c(SCC(=O)Nc2sc3c(c2C(N)=O)CCCC3)n1
  -20, -8, -39, -1, 0.98, -0.1, 1, 1
O=C(c1nc2nc(-c3ccccc3)cc(C(F)(F)F)n2n1)N1CCOCC1
  1, 6, -110, -2, 0.91, -0.1, 13, -7
C=CCn1c(SCC(=O)NC(=O)NCCC)nnc1C1CCCCC1
  -1, 1, 16, 3, 0.94, 2.1, -3, -5
CN(CCc1ccccc1)C(=O)c1ccc(NC(=O)Cc2ccc(NC(=O)C3CCN(C(=O)C4CCC4)CC3)cc2)cc1
  -1, 4, 1, -11, ·, -0.4, ·, -3
COc1ccc(N2C(=O)C3C4C=CC(CC4)C3C2=O)c([N+](=O)[O-])c1 (configuration not stated)
  3, 0, 16, 1, 0.87, -2.5, 11, 5
NC(=O)C1CCCN1 (configuration not stated)
  0, 0, -6, -9, 0.93, -0.6, -14, 8
CC1(C)C2CCC1(C)C(OC(=O)c1ccc(O)cc1)C2 (configuration not stated)
  2, 0, 40*, 1, 0.74, 10, 2, -32
COc1ccc(Cl)cc1C=CC=Nc1ccc(S(N)(=O)=O)cc1
  -3, -10, -25, 4, ·, 0.8, ·, 31
CCn1c(SCC(=O)NNC(=S)Nc2ccc(C)cc2)nnc1-c1ccc(Cl)cc1
  0, -10, -2, -8, 1.8, -0.4, -23, -2
CCOc1ccccc1NC(=O)c1cc(C(=O)c2cc(OC)ccc2O)coc1=N
  46*, -4, 18, -9, 0.79, 1.0, -2, 1
CCOc1ccc(/C=N/Nc2ccccc2)cc1
  -1, -1, -3, 2, 0.89, 2.0, -10, 0
O=C(c1ccc(F)cc1)C1CCN(C(=O)N2CCOCC2)CC1
  1, 1, 3, -6, 0.92, -2.9, 1, -6
COc1cccc(C(=O)CC(C(=O)O)c2ccc(Cl)cc2)c1 (configuration not stated)
  2, 1, 21, -5, 1.1, 0.7, 3, -3
O=C(Nn1cnc2ccccc2c1=O)c1c(F)cccc1F
  1, 2, 10, 4, 0.96, 0.2, -21, -7
Cc1ccc(N=C2NC(=O)/C(=C/c3cccnc3)S2)cc1C
  -1, 1, 2, 4, 1.1, 2.6, -7, -33
Cn1nnc(NCc2cc(Br)ccc2OCc2cccs2)n1
  0, 3, 10, 0, 1, 0.8, -22, 13
N=C1C(c2ccccc2)=C(O)CN1NC(=O)c1ccc(Cl)cc1
  -2, 0, 7, -7, 1.1, -1.2, -8, 0
Cc1cccc(-c2c3c(=O)n(C)c(=O)n(C)c3cn2C(C)C)c1
  0, 0, -230, -2, 0.9, -1.9, -9, -11
COc1ccc(S(=O)(=O)N2CCN(C(=O)c3cccc(Cl)c3)CC2)cc1
  0, 1, 22, -2, 1, -0.5, -16, -33

Some of the entries so far, as labelled records:
CCn1c(SCC(=O)NNC(=S)Nc2ccc(C)cc2)nnc1-c1ccc(Cl)cc1
  SENP1 FRET inh: 0	NR3A LBD binder: -10	SENP8 inh: -2	ATG4B inhibitor: -8	hIAP activ: 1.8	MPTP block: -0.4	SENP6 block: -23	PfG6PD inh: -2
CCOc1ccccc1NC(=O)c1cc(C(=O)c2cc(OC)ccc2O)coc1=N
  SENP1 FRET inh: 46*	NR3A LBD binder: -4	SENP8 inh: 18	ATG4B inhibitor: -9	hIAP activ: 0.79	MPTP block: 1.0	SENP6 block: -2	PfG6PD inh: 1

(cont.)
Screens in order – SENP1 FRET inh, NR3A LBD binder, SENP8 inh, ATG4B inhibitor, hIAP activ, MPTP block, SENP6 block, PfG6PD inh
C=CCNC(=O)COC(=O)c1ccc(Sc2nncn2C)c([N+](=O)[O-])c1
  0, -1, 14, 11, 0.88, -1.2, 4, 4
O=C(Nc1ccc2nc(-c3ccco3)c(-c3ccco3)nc2c1)N1CCCCCC1
  ·, -6, ·, 47*, 1.1, ·, -9, 47
CN1C2CCC1CC(NC(=O)CSc1ccc(Cl)cc1)C2 (configuration not stated)
  -1, 0, 10, -1, 0.91, 1.4, -17, -9
CC1(C(=O)O)CCC(C(=O)NC2CCCCC2)C1(C)C (configuration not stated)
  1, 2, 12, -13, 0.65, -2.2, -21, -6
O=C(NCc1ccccc1)c1cc(S(=O)(=O)N2CCOCC2)ccc1F
  23, 0, 10, 0, 1, 0.2, -7, -9
c1ccc(-c2nc3ccccc3o2)nc1
  1, 1, -7, 3, 1.1, -1.6, 13, -5
COC(=O)c1ccc(CNC(=O)c2ccc(NS(=O)(=O)c3ccc4[nH]c(=O)[nH]c4c3)cc2)cc1
  3, -3, -2, -2, 1, -1.7, -4, -28
Cc1cccc(N2C(=O)/C(=C/c3cccnc3)SC2=S)c1
  3, -4, 20, 10, 1.1, 0.9, -9, -10
CCCCn1c(SCC(=O)N2c3ccccc3CCc3ccccc32)nc2c1c(=O)n(C)c(=O)n2C
  1, -3, 4, -11, 0.98, -1.4, 4, -1
O=C1c2ccc(Oc3ccc([N+](=O)[O-])cc3)cc2C(=O)N1CCO
  1, -5, 20, -3, 0.95, -1.2, -19, 5
CCN(CC(=O)Nc1ccccc1OC)C(=O)c1cc(-c2ccccc2)nn1-c1ccccc1
  -1, -3, 7, -2, 1, -1.3, -3, -4
NC(=O)c1cnn(-c2cc(Oc3ccccc3)ncn2)c1N
  3, 0, 6, 2, 1.1, -0.9, -4, -13
CCOC(=O)c1cnn2c(N)c(C#N)cnc12
  2, -1, -175, -2, 1, 0.7, 5, -6
C[C@H]1CN([C@@H](C)CO)C(=O)Cc2cc(NS(=O)(=O)c3cn(C)cn3)ccc2O[C@@H]1CN(C)C(=O)Nc1ccc(F)cc1
  3, -1, 23, -1, 1, -1.9, 4, -2
CC(=O)NCc1ccc2[nH]c(C)cc2c1
  -14, -5, -21, -4, 0.85, 1.3, -8, 2
CCN(CC)CCNC(=O)c1ccc(NC(=O)c2cccc(S(=O)(=O)Nc3ccc(C)cc3)c2)cc1
  1, -5, -7, -18, 1.1, -3.2, -12, 11
CCN1CCN(C(=O)/C(C#N)=C/c2ccc(OC(F)F)cc2)CC1
  -4, 0, 0, -2, 0.99, 0.1, 4, -16
CCOC(=O)N/N=C/c1cccnc1
  2, 2, 16, -5, 1.2, -2.2, -14, -15
CCOc1ccc(-c2cc(C(=O)N/N=C/c3ccc(O)cc3)c3ccccc3n2)cc1
  1, 4, -93, 0, 1.1, 2.7, -41, 7
COc1cccc(=O)c2c(C)n(C)c(C)c12
  21, -4, 18, -2, 1.1, 0.3, -1, 24
Cc1ccoc1C(=O)N1CCCCC1C(=O)O (configuration not stated)
  4, -2, 11, -11, 1.1, -2.0, 2, -9
